IDE cell inh – inhibits human insulin-degrading enzyme in HEK cells | P14735 | FAbetaB cleavage, fluorescence polarization | inhibition, % at 5.59 µM | hit rate 0.41% among 320,000 | AID 434962;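 active means percent inhibition above the average of all tested compounds plus 3 SD, set per screening campaign, cut at about 16% in these data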;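 further: IDE supplied by intact live HEK cells; FP after avidin binding of uncleaved biotin substrate so inhibition keeps polarization high; 0% = DMSO wells and 100% = 60 µM reference IDE inhibitor Ii1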
Target sequence (P14735 whole entry, looked up): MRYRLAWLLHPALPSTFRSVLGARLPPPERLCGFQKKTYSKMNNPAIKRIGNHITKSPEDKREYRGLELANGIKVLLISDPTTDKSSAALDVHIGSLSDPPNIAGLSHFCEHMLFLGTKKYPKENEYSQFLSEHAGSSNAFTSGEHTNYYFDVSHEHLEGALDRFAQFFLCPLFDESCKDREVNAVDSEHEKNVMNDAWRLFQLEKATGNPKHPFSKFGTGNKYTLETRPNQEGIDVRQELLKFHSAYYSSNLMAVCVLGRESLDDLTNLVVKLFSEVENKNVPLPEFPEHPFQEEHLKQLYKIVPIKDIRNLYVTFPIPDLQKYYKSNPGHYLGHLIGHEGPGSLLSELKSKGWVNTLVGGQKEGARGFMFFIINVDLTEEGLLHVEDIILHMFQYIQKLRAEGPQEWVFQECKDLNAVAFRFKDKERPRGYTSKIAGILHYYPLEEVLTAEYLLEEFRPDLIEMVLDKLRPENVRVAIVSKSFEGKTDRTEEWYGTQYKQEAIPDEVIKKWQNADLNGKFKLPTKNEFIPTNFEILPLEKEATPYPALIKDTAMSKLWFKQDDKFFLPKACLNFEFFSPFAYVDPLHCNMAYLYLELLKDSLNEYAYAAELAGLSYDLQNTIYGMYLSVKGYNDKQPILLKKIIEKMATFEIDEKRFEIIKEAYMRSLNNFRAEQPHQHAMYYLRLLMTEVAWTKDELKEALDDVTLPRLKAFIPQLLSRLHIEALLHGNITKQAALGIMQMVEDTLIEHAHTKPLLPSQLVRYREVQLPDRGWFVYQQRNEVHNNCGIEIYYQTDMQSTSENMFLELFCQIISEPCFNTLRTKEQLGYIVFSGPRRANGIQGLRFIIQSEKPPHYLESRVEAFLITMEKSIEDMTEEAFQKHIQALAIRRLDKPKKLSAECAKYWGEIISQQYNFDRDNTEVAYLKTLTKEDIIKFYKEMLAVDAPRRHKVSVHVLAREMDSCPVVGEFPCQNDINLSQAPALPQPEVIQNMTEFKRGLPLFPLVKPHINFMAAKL
IMP-1 inhibitor – blocks Pseudomonas aeruginosa IMP-1 metallo-beta-lactamase. hit rate 0.45% among 290,000. purified IMP-1, nitrocefin hydrolysis, epi-absorbance fluorescence. AID 1556. inhibition, % at 5.6 µM;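 active means inhibition above the mean plus 3 SD of all compounds in the same screening run, cut at about 4.5% in these data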;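 further: 0% = IMP-1 with DMSO and 100% = DMSO wells lacking enzyme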
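assay system = purified recombinant IMP-1 metallo-beta-lactamase enzyme | schedule = 15 min preincubation plus 25 min reaction at 25 °C | signal = Epi-absorbance fluorescence, 480 nm excitation, 530 nm emission | read-out basis = percent inhibition from optical density relative to buffer-blank wells | controls = IMP-1 with DMSO as 0%, enzyme-free DMSO as 100%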
GalR3 antag – blocks the human galanin receptor 3; HEK293 GalR3-CNG cAMP membrane potential fluorescence; galR3 body fused to GalR1 C-terminus; O60755; hit rate 0.44% among 360,000; inhibition, % at 3 µM; AID 651719;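 active means inhibition above the screen-wide average plus 3 SD, cut at about 13% in these data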;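 further: forskolin and galanin both at EC90 stimulate the cells; cAMP rise reported by CNG channel membrane potential dye signal; 0% = forskolin plus galanin with DMSO and 100% = forskolin alone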
SUMO HTRF inh – SUMOylation inhibition; AID 2006; hit rate 0.36% among 290,000; inhibition, % at 35 µM; HTRF SUMOylation assay, SAE1/SAE2 + UBC9, in vitro; in the data active means inhibition above about 50%, passing the limit was not always enough; further: strong numbers were not always called active
NS3 helicase inh – blocks Hepatitis C virus NS3 helicase unwinding; NS3 helicase DNA unwinding, Cy5 molecular beacon fluorescence; inhibition, % at 10.9 µM; hit rate 0.56% among 290,000; AID 1800;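 active means inhibition above the mean of all tested compounds plus 3 SD, set per campaign, cut at about 35% in these data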;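 further: 0% = DMSO wells and 100% = thioflavine S control wells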
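test system = hepatitis C virus NS3 helicase domain fragment enzyme | reagent = annealed dual-labelled DNA beacon duplex, ATP-started | times = 1 h at 25 °C | detection = Cy5 fluorescence, 0 and 60 min reads | read-out basis = percent inhibition from t60/t0 fluorescence ratio | control set = DMSO and thioflavine S | replication = one well per compound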
pCIP destab – compounds decreasing mouse p/CIP protein stability | decrease of EGFP signal, % at 10 µM | hit rate 0.01% among 290,000 | F442A p/CIP-EGFP cells, EGFP fluorescence, 16 h | Q05BA5 | AID 1984;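 active means EGFP signal decrease of at least 30% at 10 µM or well 3 SD below plate mean, unless failing retest; inactive means the rest, including hits failing retest or dose response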; further: some compounds called inactive have numbers as strong as hits; many of its hits are not listed in these tables
IDE cell activ – boosts human insulin-degrading enzyme activity in HEK cells | AID 493087 | P14735 | activation, % at 5.96 µM | FAbeta-B cleavage, fluorescence polarization; 0% vehicle, 100% cell-free pure enzyme wells | hit rate 0.073% among 340,000;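 active means activation above the mean of all tested compounds plus 3 SD, set per screening campaign, cut at about 17% in these data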
CRFBP-R2 block – blocks CRF-induced signaling of the CRF-BP/CRF-R2 complex. inhibition, % at 11.8 µM. hit rate 0.59% among 350,000. HEK293 CRF-R2/CRF-BP, CRF-induced calcium fluorescence;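 active means inhibition of the ligand-induced calcium signal above about 50% at the single tested concentration, limit read from the data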
VIM-2 inhibitor – inhibitors of Pseudomonas aeruginosa VIM-2 metallo-beta-lactamase | purified VIM-2, nitrocefin hydrolysis, epi-absorbance fluorescence | inhibition, % at 5.6 µM | hit rate 0.89% among 290,000 | AID 1527;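 active means inhibition above the mean of all tested compounds plus 3 SD, cutoff set per screening run, cut at about 7.5% in these data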;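 further: red hydrolysis product quenches plate fluorescence so inhibitors raise well fluorescence; 0% = enzyme with DMSO and 100% = DMSO without enzyme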
* = called active by the depositor; · = no result given.

1. CCOc1ccc2cc(C#N)c(SCC(=O)N3CCOCC3)nc2c1
2. O=C(Nc1ccc2c(c1)OCO2)C1CC(=O)N(c2ccc(F)cc2)C1 (stereo not given)
3. Cc1c(NC(=O)C(C)OC(=O)c2cccs2)c(=O)n(-c2ccccc2)n1C (stereo not given)
4. CCOc1ccc(Br)cc1S(=O)(=O)Nc1ccc(C(=O)Nc2ccccc2OC)cc1
5. c1nc(NC2CCCC2)c2[nH]cnc2n1
6. O=C(C1CCCN(Cc2ccc(F)cc2)C1)N1CCCCC1 (stereo not given)

compound no.	1	2	3	4	5	6
IDE cell inh	0	-2	4	0	4	8
IMP-1 inhibitor	-1.4	-3.3	-2.1	-3.3	-2.8	-1.9
GalR3 antag	-6	-11	-2	-1	-3	-9
SUMO HTRF inh	-7	8	6	15	9	-3
NS3 helicase inh	-5	4	-2	-15	3	2
pCIP destab	-14	-9	3	-6	-20	1
IDE cell activ	2	4	-1	5	5	1
CRFBP-R2 block	-21	15	1	-5	-17	0
VIM-2 inhibitor	-2.5	-3.8	-1.3	-1.9	0.0	-1.5

Reprinted: compounds 1 to 2
1. CCOc1ccc2cc(C#N)c(SCC(=O)N3CCOCC3)nc2c1
2. O=C(Nc1ccc2c(c1)OCO2)C1CC(=O)N(c2ccc(F)cc2)C1 (stereo not given)

compound no.	1	2
IDE cell inh	0	-2
IMP-1 inhibitor	-1.4	-3.3
GalR3 antag	-6	-11
SUMO HTRF inh	-7	8
NS3 helicase inh	-5	4
pCIP destab	-14	-9
IDE cell activ	2	4
CRFBP-R2 block	-21	15
VIM-2 inhibitor	-2.5	-3.8

Continuation:
7. COCCn1c(SCC(=O)N2CCCC2)nnc1-c1ccco1
8. O=C(NC1CCCC1)C1CC(=O)N(c2ccccc2)C1 (stereo not given)
9. Cc1sc(NC(=O)C2CCCC2)c(C#N)c1C
10. Cn1nnnc1SCC(=O)Nc1ccccc1C(=O)NCc1ccccc1
11. CCN(CC)C(=O)[C@H]1CC(CC(=O)NCCC2=CCCCC2)C(=O)N2CCc3c([nH]c4ccccc34)[C@]12C (stereo not given in full)
12. COc1cc(/C=N/N=C/c2cc(OC)c(O)c(OC)c2)cc(OC)c1O

compound no.	7	8	9	10	11	12
IDE cell inh	-2	1	1	-1	-3	1
IMP-1 inhibitor	-0.2	-2.7	-2.5	-4.2	·	-4.2
GalR3 antag	3	-8	-2	7	-6	-1
SUMO HTRF inh	8	-1	12	-9	·	-30
NS3 helicase inh	-1	4	0	-8	·	0
pCIP destab	-10	-8	0	-9	·	13
IDE cell activ	5	2	-1	-3	3	0
CRFBP-R2 block	9	3	-15	12	10	-17
VIM-2 inhibitor	-0.4	-0.7	-2.4	-1.5	·	-2.6

13. CC(C)(CC(=O)O)CC(=O)N1CCCN(c2nc3ccc(Cl)cc3s2)CC1
14. O=C(c1ccco1)N1CCN(c2ccc(S(=O)(=O)N3CCCC3)cc2)CC1
15. COc1cc(/C=C/C(=O)Nc2cccc(S(=O)(=O)NC3=NCCCCC3)c2)ccc1OCC#N
16. COC(=O)c1nnn(CC(=O)NC(=O)Nc2cccc(C)c2C)c1C(=O)OC
17. Cc1cc(C)n(CC(O)CN2c3ccccc3Sc3ccccc32)n1 (stereo not given)
18. c1ccc2c(c1)CC1(CCCC1)n1nnnc1-2

compound no.	13	14	15	16	17	18
IDE cell inh	7	2	4	0	0	2
IMP-1 inhibitor	-2.6	-1.6	·	-2.1	-0.4	1.3
GalR3 antag	1	-7	6	-12	-6	0
SUMO HTRF inh	-4	-3	·	-4	-42	-11
NS3 helicase inh	-9	-6	·	5	-11	-2
pCIP destab	3	2	·	6	11	-8
IDE cell activ	-22	-3	1	5	3	2
CRFBP-R2 block	0	13	-4	-4	-18	-1
VIM-2 inhibitor	1.6	0.0	·	-3.2	-3.2	-3.6

19. COc1ccc(/C=C/C(=O)C(C)(C)C)cc1OC
20. COC(=O)C1=C(C)N(Cc2ccccc2)C(=NCc2ccc3c(c2)OCO3)N[C@H]1c1ccccc1
21. C[C@@H]1O[C@@H](O[C@@H]2[C@@H](O)[C@H](OCCc3ccc(O)c(O)c3)O[C@H](CO)[C@H]2OC(=O)/C=C/c2ccc(O)c(O)c2)[C@H](O)[C@H](O)[C@H]1O
22. Cn1cc(/C=C/c2cc[n+](C)cc2)c2cc(F)ccc21
23. COc1ccc([N+](=O)[O-])cc1COc1ccc2c(-c3ccccc3)cc(=O)oc2c1
24. COc1ccccc1-c1noc(-c2ccncc2)n1

compound no.	19	20	21	22	23	24
IDE cell inh	·	2	0	31*	-2	0
IMP-1 inhibitor	-1.6	·	·	5.7*	-3.8	-0.3
GalR3 antag	-10	3	5	·	5	-2
SUMO HTRF inh	25	·	·	7	-5	15
NS3 helicase inh	-4	·	·	12	2	-3
pCIP destab	9	·	·	-130	8	-13
IDE cell activ	2	-1	0	-25	-1	2
CRFBP-R2 block	41	-4	-4	-49	21	-18
VIM-2 inhibitor	-1.4	·	·	11*	-4.7	-0.4

25. CC1Cc2ccccc2N1S(=O)(=O)c1cccc(C(=O)N2Cc3ccccc3CC2C(N)=O)c1 (stereo not given)
26. CCOC(=O)CN1CCC(c2cc(-c3ccc(Cl)cc3)n[nH]2)CC1
27. CC1(C)Cc2cccc(OCC(N)=O)c2O1
28. Cc1ccccc1Nc1nccc(N(C)C)c1C#N
29. COc1ccc(/C=C(/NC(=O)c2ccccc2)C(=O)N/N=C/c2ccncc2)c(OC)c1

compound no.	25	26	27	28	29
IDE cell inh	-3	-3	-3	5	-3
IMP-1 inhibitor	·	1.1	-0.4	-3.0	-1.6
GalR3 antag	-5	-13	-4	3	1
SUMO HTRF inh	·	-12	19	-2	6
NS3 helicase inh	·	8	5	24	10
pCIP destab	·	-5	-8	-10	-2
IDE cell activ	3	-2	5	·	3
CRFBP-R2 block	0	5	0	-6	-1
VIM-2 inhibitor	·	0.6	-0.6	-2.7	-2.6

In the list so far, these have an aryl methoxy group.
4. CCOc1ccc(Br)cc1S(=O)(=O)Nc1ccc(C(=O)Nc2ccccc2OC)cc1
12. COc1cc(/C=N/N=C/c2cc(OC)c(O)c(OC)c2)cc(OC)c1O
15. COc1cc(/C=C/C(=O)Nc2cccc(S(=O)(=O)NC3=NCCCCC3)c2)ccc1OCC#N
19. COc1ccc(/C=C/C(=O)C(C)(C)C)cc1OC
23. COc1ccc([N+](=O)[O-])cc1COc1ccc2c(-c3ccccc3)cc(=O)oc2c1
24. COc1ccccc1-c1noc(-c2ccncc2)n1
29. COc1ccc(/C=C(/NC(=O)c2ccccc2)C(=O)N/N=C/c2ccncc2)c(OC)c1

compound no.	4	12	15	19	23	24	29
IDE cell inh	0	1	4	·	-2	0	-3
IMP-1 inhibitor	-3.3	-4.2	·	-1.6	-3.8	-0.3	-1.6
GalR3 antag	-1	-1	6	-10	5	-2	1
SUMO HTRF inh	15	-30	·	25	-5	15	6
NS3 helicase inh	-15	0	·	-4	2	-3	10
pCIP destab	-6	13	·	9	8	-13	-2
IDE cell activ	5	0	1	2	-1	2	3
CRFBP-R2 block	-5	-17	-4	41	21	-18	-1
VIM-2 inhibitor	-1.9	-2.6	·	-1.4	-4.7	-0.4	-2.6

Bioassay records: PubChem BioAssay, several laboratories
